# Screening results as filed in PubChem.
# EPAC1 antagonist: EPAC1 (human) antagonism; 0.14% of 360,000 active; O95398; Potency, µM (doses to about 115 µM), without a hit: at the highest dose activity change, negative = inhibition, actives largely listed as inhibitors; AID 720709; EPAC1 GEF assay, Rap1b-BODIPY-GDP exchange fluorescence;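 further: plate controls were vehicle for no effect and positive control for full effect; nearly all actives have a fitted effect of over 50% in size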
# Target sequence (O95398 whole entry, looked up): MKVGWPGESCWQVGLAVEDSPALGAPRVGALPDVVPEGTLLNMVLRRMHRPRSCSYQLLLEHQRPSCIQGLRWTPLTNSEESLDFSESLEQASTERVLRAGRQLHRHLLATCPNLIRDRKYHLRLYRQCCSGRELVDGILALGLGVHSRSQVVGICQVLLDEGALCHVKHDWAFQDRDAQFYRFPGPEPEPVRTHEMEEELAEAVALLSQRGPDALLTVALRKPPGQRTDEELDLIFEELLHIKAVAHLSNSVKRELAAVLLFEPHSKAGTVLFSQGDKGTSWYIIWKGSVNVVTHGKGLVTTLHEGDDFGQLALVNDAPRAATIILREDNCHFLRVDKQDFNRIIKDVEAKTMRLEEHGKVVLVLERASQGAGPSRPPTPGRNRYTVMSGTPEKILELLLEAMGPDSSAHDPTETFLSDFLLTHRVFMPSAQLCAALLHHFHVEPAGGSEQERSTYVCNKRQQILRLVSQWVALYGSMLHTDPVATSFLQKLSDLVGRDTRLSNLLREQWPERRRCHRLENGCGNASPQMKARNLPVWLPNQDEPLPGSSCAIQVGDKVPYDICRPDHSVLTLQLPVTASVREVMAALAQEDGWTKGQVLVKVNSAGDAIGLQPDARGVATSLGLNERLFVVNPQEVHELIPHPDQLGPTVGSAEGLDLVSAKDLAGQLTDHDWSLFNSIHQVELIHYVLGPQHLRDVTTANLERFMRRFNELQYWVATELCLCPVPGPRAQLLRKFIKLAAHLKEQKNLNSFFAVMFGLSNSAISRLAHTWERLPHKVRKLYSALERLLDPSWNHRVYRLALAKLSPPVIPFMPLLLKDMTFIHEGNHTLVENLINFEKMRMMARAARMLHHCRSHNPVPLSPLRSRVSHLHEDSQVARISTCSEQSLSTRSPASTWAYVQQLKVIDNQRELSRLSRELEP
# EPAC2 antag: blocks human EPAC2 exchange factor; EPAC2 GEF exchange of Rap1B-BODIPY-GDP, fluorescence; Potency, µM (highest dose often 114 µM), for inactives: at the highest dose activity, negative = inhibition, usual class: inhibitors; 0.18% of 360,000 active; Q8WZA2; AID 720708; further: on the % scale 0 is the no-effect control and ±100 the full control effect; nearly all actives have a fitted effect of over 45% in size; many of its hits are not listed in these tables
# EPAC1 agonist: activates human EPAC1 exchange factor; O95398; EPAC1 agonist qHTS, biochemical assay; response scale: 100% = response to 6.5 mM cAMP; 0.073% of 360,000 active; Potency, µM (series often up to 154 µM), without a hit: at the highest dose activation, most hits filed as activators; further: nearly all actives have a fitted effect of over 60% in size
#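 Compounds were pinned as a concentration titration into mixtures of EPAC1 (100 nM), BODIPY-GDP-loaded Rap1B (250 nM) and GDP (50 uM). After 5 min at room temperature, fluorescence was followed for 30 min; activity was scaled to 6.5 mM cAMP.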
# aSyn yeast inh: rescues yeast growth from alpha-synuclein toxicity | Potency, µM (series often up to 46.1 µM), for inactives: at the highest dose growth rescue (activation), most hits filed as activators | Yeast expressing alpha-synuclein, growth rescue, BacTiter-Glo, 24 h | 0.14% of 370,000 active; further: % of control where 0% means no effect; nearly all actives have a fitted effect of over 65% in size
#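 Rescue of yeast growth: cells expressing toxic alpha-synuclein, induced in galactose at OD600 0.02, incubated with compound 24 h at 30 C. ATP luminescence quantified growth; inhibitors of toxicity appear as activators.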
# FUS yeast rescue: suppressors of FUS proteinopathy in yeast; S. cerevisiae FUS-expressing, growth rescue, OD600, 24 h; Potency, µM (top dose mostly 76.6 µM), for inactives: at the top dose growth rescue (activation), usual class: activators; 0.24% of 390,000 active;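 further: plate controls were DMSO vehicle for no effect and reference control for full effect; nearly all actives have a fitted effect of over 55% in size; some results filed as inactive show a strong effect at the top dose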
#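 Cultures pregrown in 2.5% raffinose medium are shifted to minimal medium containing 2% galactose to express toxic FUS. Compounds are tested at several concentrations. After 24hr at 30C, growth is quantified at 600 nm absorbance.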
# TDP-43 yeast inh: TDP-43 toxicity inhibition in yeast. TDP-43 expressing yeast growth rescue, BacTiter-Glo, 24 h. Potency, µM (top dose mostly 46.1 µM), for inactives: top-dose growth rescue (activation), hits mostly activators. 1.8% of 410,000 active. AID 652104; further: % of control where 0% means no effect; nearly all actives have a fitted effect of over 50% in size
#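 Readout is BacTiter-Glo luminescence of cell growth, so inhibitors register as activators. TDP-43-expressing yeast at OD600=0.02 in galactose medium, after raffinose pregrowth to mid-log, were incubated with compound for 24 hr at 30 deg C.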
# PTHR1 agonist: agonists of human PTHR1 parathyroid hormone receptor | HEK293 GP2 PTHR1 cells, GloSensor cAMP luminescence, 1 h | Q03431 | Potency, µM (titrated, usually from 115 µM), without a hit: at the highest dose activation, hits mostly activators | 0.075% of 410,000 active; further: nearly all actives have a fitted effect of over 55% in size; some results filed as inactive show a strong effect at the top dose; inactives centre near -15; many of its hits are not listed in these tables
#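 HEK-293-derived GP2 cells expressing PTHR1 and a GloSensor cAMP reporter, 3,000/well, plated overnight, given luciferin plus IBMX (each 0.5 mM as added) for 1 h at 37 °C, then compound for 1 h at 37 °C. Luminescence was read after 15 min at room temperature.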
# EPAC2 agonist: activates human EPAC2 exchange factor. AID 720711. 0.079% of 360,000 active. EPAC2 activation, biochemical qHTS; response scale: 100% = 6.5 mM cAMP response. Potency, µM (doses to about 154 µM), without a hit: top-dose activation, most hits filed as activators; further: nearly all actives have a fitted effect of over 50% in size
#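 Readout is BODIPY fluorescence (480 nm excitation, 540 nm emission), which falls as labeled GDP is exchanged off Rap1B. EPAC2 at 100 nM acted on 250 nM RAP1B-BODIPY-GDP with 50 uM GDP present.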
# * = called active by the depositor; i = inactive; ? = inconclusive; · = not tested or not shown; [ ] = another dose, or the depositor's remark. The call rests on the fitted dose curve; in most records, active means well fitted curve in the direction sought with a large enough effect; inconclusive means small, poorly fitted or top-dose-only effect, or another doubt; inactive means no such curve, though single readings can be large; an effect the other way counts as inactive or inconclusive. Potency means the concentration at half of the fitted maximal effect. Only part of the results is shown; count on the stated rates, not on these rows.
SMILES | EPAC1 antagonist | EPAC2 antag | EPAC1 agonist | aSyn yeast inh | FUS yeast rescue | TDP-43 yeast inh | PTHR1 agonist | EPAC2 agonist
O=C(NCc1ccccn1)C1CC(c2ccc(F)cc2)=NO1 (centres undefined) | 2% | 3% | 4% | 5% | 27% | 12% | i | -2%
CN(c1ccccc1)S(=O)(=O)c1cccc(NC(=O)CSc2nncn2C)c1 | -5% | 14% | -4% | -2% | · | 1% | -1% | 5%
COc1cccc(O)c1CN1CCC(C(=O)Nc2ccc(Oc3cccnc3)cc2)CC1 | 3% | 10% | 5% | 0% | · | -2% | -35%[inhibitor] | 8%
Cn1c(CSCc2ccc(Cl)c(Cl)c2)n[nH]c1=S | -11% | -2% | 2% | 0% | 15% | ? | -19% | 10%
Cc1ccc2nc(Nc3ccccc3)cc(C)c2c1 | -12% | -19% | 5% | 4% | -15% | 12% | ? | 15%
CCc1nnc(NC(=O)CSc2nc3c([nH]c4ccccc43)c(=O)n2-c2ccc(Cl)cc2)s1 | · | · | · | 2% | 6% | 0% | i | ·
O=c1c2ccccc2c2ccccc2c(=O)n1Nc1ccccc1 | -1% | -21% | -5% | 3% | -28% | 8% | -40%[inhibitor] | 7%
COc1ccc(/C=C(\C#N)C(=O)Nc2cccc3ncccc23)cc1OC | -2% | 11% | -7% | 1% | -4% | ? | -13% | 2%
O=C(NN1CCCCC1)NN1CCCCC1 | -11% | 2% | -3% | -6% | -20% | 24% | -20% | 10%
COc1ccc(CCNC(=O)CCC(=O)Nc2ccccc2[N+](=O)[O-])cc1OC | -4% | -4% | 12% | -2% | 0% | 4% | 6% | 4%
Cc1cccc(Cc2nnc(CCC(=O)N(C)CCc3ccccc3)o2)c1 | 9% | -2% | 3% | 9% | 15% | -4% | -76%[inhibitor] | 9%
CCN(CC)c1ccc(NC(=S)NC(=O)c2cccs2)cc1 | -19% | -7% | 18% | -2% | -15% | -2% | -3% | 11%
CCOC(=O)c1nc(NCc2ccccc2)c2ccccc2n1 | -20% | -3% | -4% | 0% | 12% | 1% | -1% | -1%
COc1ccc(N(C(C)C(=O)N/N=C/c2ccc(OC)c(OC)c2)S(C)(=O)=O)cc1 (centres undefined) | -3% | -2% | 9% | 0% | 21% | 18% | -3% | 9%
O=C(OCc1ccc(Cl)c(Cl)c1)c1ccc[nH]1 | -5% | -3% | -8% | -15% | -2% | ? | -26% | 24%
CCC1(c2ccccc2)NC(=O)N(CC(=O)Nc2ccccc2N2CCCC2)C1=O (centres undefined) | -9% | -8% | -2% | -4% | 27% | 9% | i | -7%
O=C(Nc1ccc2ccccc2c1)Nc1ccc2snnc2c1 | -1% | -16% | 10% | -4% | 12% | 3% | -16%[57.5 µM] | 13%
Cn1c(C(=O)NCc2cccnc2)cc2sccc21 | 5% | 6% | 4% | -2% | 0% | -20% | i | 10%
COc1ccc(Cl)cc1NC(=O)c1nnn(CC(=O)Nc2cc(C)cc(C)c2)c1N | 20% | 2% | 4% | 0% | -8% | 22% | i | 4%
O=C(NCCCNC(=O)c1c(Cl)cccc1Cl)c1c(Cl)cccc1Cl | 2% | -4% | 4% | -1% | 12% | 1% | i | 8%
CC(C)c1ccc(O)c(NC(=S)NC(=O)c2cccnc2)c1 | 1% | -7% | -8% | 1% | -1% | 27% | -30% | -3%
Nc1ccc(C(=O)N2CCN(S(=O)(=O)/C=C/c3ccccc3)CC2)cc1[N+](=O)[O-] | ? | -10% | 4% | 1% | 27% | -15% | i | 25%
O=C(COc1ncnc2ccccc12)NCc1ccc2c(c1)OCO2 | -25% | -4% | 1% | 9% | 24% | 4% | i | 5%
Cc1ccc(CNC(=O)C(C)C2Sc3ccccc3NC2=O)cc1 (centres undefined) | -11% | 2% | 1% | -2% | 21% | -7% | 7% | 15%
Cc1ccc(C)c(Nc2cc(C)nc3ccccc23)c1 | -16% | -18% | -9% | -6% | 3% | 2% | i | 3%
Cc1cc(NC(=O)/C=C/c2cccc(F)c2)n(-c2nc3ccccc3[nH]2)n1 | -9% | -5% | -10% | -1% | · | 19% | i | -4%
CCn1c(O)c(C=NCc2ccccc2)sc1=S | -7% | -3% | -6% | 13% | -1% | 22% | -34%[inhibitor] | 11%
COc1ccc(CNC(=O)Cn2nc([N+](=O)[O-])c(Br)c2C)cc1 | 2% | -2% | 4% | 4% | 4% | -2% | i | 5%
COc1cccc(CNC(=O)C2CCN(c3cnccn3)CC2)c1 | 9% | 6% | 4% | 8% | 8% | 12% | i | 3%
Cc1ccc2c(c1)nnn2C1CCN(C(=O)c2ccccc2F)CC1 | 11% | -2% | -11% | -5% | -22% | 26% | i | 0%
O=C(N/N=C\c1ccccn1)C1c2ccccc2Oc2ccccc21 | -21% | -18% | -2% | 7% | 7% | 6% | i | 1%
Cc1ccc(Nc2cc(Cl)nc(N)n2)c([N+](=O)[O-])c1 | -8% | 4% | 1% | -6% | 7% | 17% | -17% | 13%
COc1ccc(CNC(=O)C(=O)NCc2cccnc2)cc1 | 2% | 5% | 15% | 7% | 10% | 0% | i | 2%
COc1ccc(S(=O)(=O)n2cnc3ccccc32)cc1 | -13% | 12% | -1% | -2% | 10% | 7% | -7% | 7%
CC(C)(C)n1nnnc1C(c1cccnc1)N1CCN(c2ccccn2)CC1 (centres undefined) | 0% | 3% | 7% | 10% | -3% | -5% | ? | 4%
C=CCn1c(CNc2ccc(C)cc2)nnc1SCC(=O)N/N=C/c1ccc(O)cc1 | 5% | -2% | -8% | -12% | 5% | 1% | -2% | 0%
CN(C)C(=O)[C@H]1C[C@H]1[C@@H](O)[C@H](CO)NC(=O)[C@H](COCc1ccccc1)NC(=O)OC(C)(C)C | 6% | 14% | 7% | -3% | -8% | -15% | -1% | -1%
CCOC(=O)N1CCN(C(=S)NCCOC)CC1 | 13% | 6% | 5% | · | -6% | 4% | i | 3%
O=S(=O)(NCCc1cn2ccccc2n1)c1ccc2c(c1)CCCC2 | -10% | 4% | 4% | -5% | -20% | 11% | -6% | 6%
CCOC(=O)c1c(NC(=O)/C=C/c2ccc3c(c2)OCO3)sc(C)c1CC | -1% | 11% | -13% | -4% | -6% | -16% | i | 6.3µM*
COc1ccc(NC(=O)c2ccc3c(c2)OCO3)cc1S(=O)(=O)N1CCOCC1 | 20% | 6% | -6% | 10%[1.84 µM] | 13% | -16% | -14% | -6%
CCOC(=O)C1=C(C)NC(C)=C(C(=O)OCC)C1C(=O)OCC(=O)N1CCOCC1 | -7% | -3% | 2% | -7% | 19% | 9% | i | 4%
O=C(Nc1ccccc1)c1ncoc1-c1ccc(Cl)cc1 | 3% | -1% | 2% | 1% | 9% | 21% | -46%[inhibitor] | 5%
O=C(C[C@H]1C/C=C\CCCC(=O)OC[C@H]2CCCN2C1=O)NCCO | 21% | 16% | -6% | -1% | -17% | -1% | -5% | 12%
CCOC(=O)C1=C(C)NC(C)=C(C(=O)OCC)C1c1sccc1C | 0% | -17% | 18% | -6% | 39% | 0% | -34%[inhibitor] | 12%
CN(C)CCNC(=O)COc1ccc(Cl)cc1Cl | 1% | 11% | 0% | 0% | -10% | 12% | i | 11%
Cc1cc(NS(=O)(=O)c2ccc(NC(=S)NCc3ccccc3)cc2)no1 | -8% | -8% | 10% | -3% | 19% | -18% | -6% | 3%
COc1ccc(CCNC(=O)Cn2cnc3ccccc3c2=O)cc1OC | -13% | 0% | -2% | -2% | -3% | -5% | -17% | -1%
COc1ccc(/C=C/C(=O)NCc2cn(C)nc2C)cc1COc1ccc(Br)cc1 | 2% | 2% | -2% | 0% | 33% | -5% | i | -2%
COc1ccc(NS(=O)(=O)c2ccc(N3CCCC3=O)cc2)cn1 | -20% | 1% | -8% | 2% | -7% | 15% | -7% | 4%
CC[C@H](C)/C=C(C)/C=C/C1=CC2=CC(=O)[C@]3(C)OC(=O)[C@@H](C(C)=O)[C@@H]3C2=CO1 | -16% | 28% | -17% | 1% | ? | 23% | -10% | 1%
COC(=O)CSc1ncc(C#N)c(N)n1 | -14% | -20% | 3% | 0% | 17% | -9% | ? | 9%
CCOC(=O)c1c(C)[nH]c(C(=O)COC(=O)CCNS(=O)(=O)c2ccc(NC(C)=O)cc2)c1C | -11% | 0% | -3% | -3% | 10% | 13% | i | 4%
Cc1cc(C)c(NC(=O)c2ccc3c(c2)CCN3S(C)(=O)=O)c(C)c1 | 6% | -14% | -6% | 0% | -32% | 0% | -25% | -12%
CCSc1nnc(NC(=O)c2ccc(F)c(S(=O)(=O)N3CCOCC3)c2)s1 | 9% | 1% | 9% | -7% | · | 7% | -51%[inhibitor] | 3%
Cc1ccc(NCCCn2cnc(C(=O)Nc3ccc(C)c(C)c3)n2)cc1C | -5% | 14% | -13% | 9% | -12% | ? | i | -2%
COc1cccc(NC(=O)CCSc2ccc(C)cc2)c1 | -22% | -7% | 1% | -1% | · | ? | -5% | 7%
C/C(N)=C(/C#N)C(=O)COC(=O)c1ccncc1 | -8% | 0% | -9% | 0% | 35% | -7% | 2% | 1%
CC(=O)N=C(N)Sc1nc2ccccc2[nH]1 | 13% | 4% | 0% | 1% | 1% | ? | -8%[57.5 µM] | 0%
CC(=O)Nc1ccc(OCC(=O)NCc2ccc3c(c2)OCO3)cc1 | 9% | -1% | 6% | -2% | 4% | 1% | i | 12%

# Copied from the list:
# Under EPAC1 antagonist, Cc1ccc(NCCCn2cnc(C(=O)Nc3ccc(C)c(C)c3)n2)cc1C is entered as -5%
# Under FUS yeast rescue, CCOC(=O)C1=C(C)NC(C)=C(C(=O)OCC)C1c1sccc1C is entered as 39%

# Just EPAC2 antag (two entries from above):
compound | EPAC2 antag
CCOC(=O)C1=C(C)NC(C)=C(C(=O)OCC)C1C(=O)OCC(=O)N1CCOCC1 | -3%
CCSc1nnc(NC(=O)c2ccc(F)c(S(=O)(=O)N3CCOCC3)c2)s1 | 1%

# Further compounds follow.
SMILES | EPAC1 antagonist | EPAC2 antag | EPAC1 agonist | aSyn yeast inh | FUS yeast rescue | TDP-43 yeast inh | PTHR1 agonist | EPAC2 agonist
COc1cc(OC)cc(C(=O)Nc2cc(-c3nc4cc(Cl)ccc4o3)ccc2Cl)c1 | · | · | · | -10% | -7% | 16% | -19% | ·
COc1ccc(OC)c(N(CC(=O)NCc2ccccc2)S(=O)(=O)c2ccc(OC)c(OC)c2)c1 | -7% | 27% | -12% | ? | 22% | -13% | i | -8%
COc1ccccc1CNC(=O)c1ccc2c(=O)n(CCCN3CCCC3=O)c(=S)[nH]c2c1 | -9% | 1% | 4% | 1% | 24% | 13%[9.22 µM] | -11% | 11%
Cc1occc1C(=O)Nc1sc2c(c1C(N)=O)CCCCC2 | 8% | -6% | -5% | 5% | ? | ? | -39%[inhibitor] | 1%
